# Bioassay records: PubChem BioAssay, National Center for Advancing Translational Sciences (NCATS)
# IL-1B inflam inh = qHTS for Inhibitors of Inflammasome Signaling: IL-1-beta AlphaLISA Primary Screen. hit rate 4.7% among 360,000. THP-1 LPS/ATP IL-1B secretion, AlphaLISA, 16 h; hits give low values. activity change, % at 57.5 µM; in the data active means activity change below about -50%; inconclusive means mostly about -30% to -49%; further: on the % scale 0 is the no-effect control and ±100 the full control effect
#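 THP-1 cells pretreated 1 hr with compounds (up to 57.5 uM final), then stimulated with LPS (250 ng/mL final) plus ATP (1.25 mM final); secreted IL-1B measured by AlphaLISA after 16 hr, decreased signal indicating inhibition.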
# GLP-1R agonist = qHTS of GLP-1 Receptor Agonists; Glucagon-like peptide 1 receptor (Homo sapiens), P43220; HEK293 GLP-1R CRE-luciferase, luminescence, 4-6 h; cells express a hypersensitive GLP-1R form; Potency, µM (top dose mostly 45.6 µM), without a hit: at the top dose activation, hits mostly activators; hit rate 0.007% among 380,000; AID 624172, 2012; further: potency means the concentration at half of the fitted maximal effect; % of control where 0% means no effect
# Target sequence (P43220 whole entry, looked up): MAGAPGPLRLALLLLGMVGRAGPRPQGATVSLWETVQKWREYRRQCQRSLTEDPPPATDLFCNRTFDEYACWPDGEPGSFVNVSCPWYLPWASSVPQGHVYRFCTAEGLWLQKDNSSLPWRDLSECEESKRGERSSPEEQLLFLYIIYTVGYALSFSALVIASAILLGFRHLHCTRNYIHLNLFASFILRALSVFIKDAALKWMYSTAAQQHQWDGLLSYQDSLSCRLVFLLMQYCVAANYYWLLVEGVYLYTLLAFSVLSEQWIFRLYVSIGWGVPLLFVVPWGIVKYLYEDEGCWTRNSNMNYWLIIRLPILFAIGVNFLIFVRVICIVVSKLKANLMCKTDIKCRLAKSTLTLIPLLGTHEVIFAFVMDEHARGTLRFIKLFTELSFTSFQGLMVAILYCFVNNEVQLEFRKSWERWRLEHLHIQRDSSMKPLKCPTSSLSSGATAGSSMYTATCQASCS
# KB-V1 MDR tox = qHTS assay for MDR1-selective chemotherapeutics: Primary screen using the drug-selected MDR subline cells KB-V1. KB-V1 MDR cells viability, CellTiter-Glo, 72 h. Potency, µM (highest dose often 46.1 µM), without a hit: at the highest dose activity change, negative = cytotoxicity, hits mostly cytotoxic. hit rate 3.4% among 400,000. AID 1347076, 2019; further: potency means the concentration at half of the fitted maximal effect; on the % scale 0 is the no-effect control and ±100 the full control effect; nearly all actives have a fitted effect of over 60% in size
#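 Potencies derive from concentration-effect curves fitted to normalized luminescence (CellTiter-Glo) of KB-V1 cells treated for 72 h at 37 degrees C in phenol-red-free DMEM containing 10% FBS.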
# DRD3 agonist = qHTS of D3 Dopamine Receptor Agonist: qHTS; D3R DiscoveRx beta-arrestin cells, luminescence, 90 min; max activation, %; hit rate 0.58% among 410,000; AID 652048, 2013; in the data active means max activation above about 30%; further: 0% is about no effect; mostly tested at two doses, the higher about 12 µM
# Target sequence (P35462 whole entry, looked up): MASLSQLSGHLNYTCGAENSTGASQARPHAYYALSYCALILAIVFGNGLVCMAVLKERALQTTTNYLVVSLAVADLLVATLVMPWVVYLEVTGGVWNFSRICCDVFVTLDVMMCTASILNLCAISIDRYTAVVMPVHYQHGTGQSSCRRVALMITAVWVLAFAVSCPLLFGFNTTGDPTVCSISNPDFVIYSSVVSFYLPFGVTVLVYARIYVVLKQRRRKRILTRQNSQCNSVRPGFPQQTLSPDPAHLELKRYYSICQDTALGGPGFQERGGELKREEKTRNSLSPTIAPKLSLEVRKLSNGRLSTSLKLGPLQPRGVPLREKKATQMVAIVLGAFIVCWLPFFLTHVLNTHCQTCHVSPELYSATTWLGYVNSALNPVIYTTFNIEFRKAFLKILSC
#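 Cells at 1500/well, incubated overnight, then treated with pinned compounds (dopamine as control) for 90 min at 37 degrees C. DiscoveRx reagent added for 30 - 60 minutes at room temperature; luminescence read.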
# HT1080 IDH1KD tx = qHTS for induction of synthetic lethality in tumor cells producing 2HG: qHTS for the HT-1080-IDH1KD cell line; hit rate 2% among 360,000; HT-1080 IDH1 knockdown viability, ATP luminescence, 48 h; Potency, µM (series often up to 46.1 µM), for the others: at the top dose activity, negative = toxicity, actives largely listed as cytotoxic;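 further: potency means the concentration at half of the fitted maximal effect; 0% = DMSO wells and -100% = cell-free medium wells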
#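 Viability of IDH1-knockdown HT-1080 fibrosarcoma cells was assessed by CellTiter-Glo after 48 h at 37 °C with titrated compound; concentration-effect curves were classified by fit quality and response size.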
# KB-3-1 cytotox = qHTS assay for MDR1-selective chemotherapeutics: Primary screen using the parental adenocarcinoma cell KB-3-1. hit rate 1.4% among 400,000. Potency, µM (doses to about 46.1 µM), inactives show top-dose activity change, negative = cytotoxic, usual class: cytotoxic. KB-3-1 viability, CellTiter-Glo ATP luminescence, 72 h. AID 1347075, 2019; further: potency means the concentration at half of the fitted maximal effect; on the % scale 0 is the no-effect control and ±100 the full control effect; nearly all actives have a fitted effect of over 60% in size
#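 Multi-concentration cytotoxicity screen in KB-3-1 cells grown in DMEM lacking phenol red with 10% FBS. After 72 h at 37 °C with compound, ATP-dependent luminescence was recorded.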
# HT1080NT lethal = qHTS for induction of synthetic lethality in tumor cells producing 2HG: qHTS for the HT-1080-NT fibrosarcoma cell line | Potency, µM (doses to about 46.1 µM), without a hit: at the top dose activity, negative = less viability, most hits filed as cytotoxic | hit rate 1.6% among 360,000 | AID 686970, 2013 | HT-1080-NT fibrosarcoma viability, CellTiter-Glo ATP luminescence, 48 h;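 further: NT is the 2HG producing partner of a matched IDH1 knockdown line; potency means the concentration at half of the fitted maximal effect; 0% = DMSO-treated cells and -100% = media-only wells without cells; nearly all actives have a fitted effect of over 55% in size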
#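 Viability of the 2HG-overproducing fibrosarcoma line after 48 hours of compound exposure at 37 degrees C was determined by luminescence with CellTiter-Glo, and concentration-effect curves were then fitted and categorized.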
# SW480 rerep = A quantitative high throughput screen for small molecules that induce DNA re-replication in SW480 colon adenocarcinoma cells; SW480 DNA re-replication, Hoechst DNA content imaging, 48 h; Potency, µM (highest dose often 46.1 µM), for the others: at the top dose re-replication activation, actives largely listed as activators; hit rate 1.8% among 340,000; further: potency means the concentration at half of the fitted maximal effect; % of control where 0% means no effect; nearly all actives have a fitted effect of over 55% in size
#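 Per well, 250 cells were exposed to pinned compound for 48 hr. Nuclear DNA was visualised with Hoechst (40 min, 37 C) and total object intensity recorded by fluorescence scanning.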
# DRD3 antagonist = qHTS of D3 Dopamine Receptor Antagonist: qHTS | D(3) dopamine receptor (Homo sapiens), P35462 | D3R cells, DiscoveRx beta-arrestin luminescence, antagonist mode; hits give low values | max response, negative = inhibition, % | hit rate 2.5% among 360,000 | AID 652054, 2013; in the data active means max response below about -50%; inconclusive means no clear call, values can overlap the other calls; further: on the % scale 0 is the no-effect control and ±100 the full control effect; mostly tested at two doses, the higher about 12 µM
#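 Cells expressing the human receptor were seeded at 1500 cells/well, incubated overnight at 37 degrees C in 5% CO2, then exposed to library compounds with dopamine controls for 90 minutes at 37 degrees C before luminescent detection.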
# * marks the source's active call; other numbers are inactive results; u = inconclusive; x = not tested or not shown; & = joins results of further samples; [ ] = dose if it differs, or a comment. Unless noted, the call rests on the fitted dose curve; in most records, active means well fitted curve in the direction sought with a large enough effect; inconclusive means small, poorly fitted or top-dose-only effect, or another doubt; inactive means no such curve, though single readings can be large; an effect the other way counts as inactive or inconclusive. Outcome played no part in choosing rows; overall some 12% were active at least once.
SMILES,IL-1B inflam inh,GLP-1R agonist,KB-V1 MDR tox,DRD3 agonist,HT1080 IDH1KD tx,KB-3-1 cytotox,HT1080NT lethal,SW480 rerep,DRD3 antagonist
CCOC(=O)N1CCN(C(=O)CN(c2ccc(Oc3ccccc3)cc2)S(C)(=O)=O)CC1,3,0%,-24%,-1,-12%,-3%,1%,-2%,40
CC(C)CC(c1nnnn1CCc1ccccc1)N1CCN(C(=O)c2ccco2)CC1 (stereo not given),-18,1%,-9%,-1,8%,-2%,-5%,u,14
O=C(C1=C[C@H](c2ccc3c(c2)OCO3)C[C@H](OCc2ccc(CO)cc2)O1)N1CCCCCCC1,-22,8%,-4%,-14,-4%,9%,-8%,20%[9.22 µM],0
O=S1(=O)CC(N2CC=CC2)CN1Cc1cn(Cc2cccc(Cl)c2)nn1 (stereo not given),0,2%,-9%,7,-29%,13%,-19%,x,19
COCCCNC(=S)NCCNc1nc2cc(C)c(C)cc2cc1C#N,-24,24%,-22%,3,-15%,-14%,0%,16%,-6
O=C(O)COCC(=O)N1CCN(c2cc(C(F)(F)F)nc3ccccc23)CC1,-8,-1%,30%,-4,13%,7%,16%,-20%,1
CC(=O)c1ccc(C(=O)N2CCC(n3nccc3NC(=O)C3CC3)CC2)cc1,6,-10%,x,6,4%,x,1%,3%,-6
COC1(OC)C(/C=C/c2ccc(C)cc2)C(C#N)(C#N)C1(OC)OC (stereo not given),-120*,-31%[inhibitor],-26%,-3,u,u,u,u,-22
CCOC(=O)C(=CNc1ccc(-c2ccco2)c(Cl)c1)C(=O)OCC,-12,1%,-5%,38*,0%,0%,-1%,18%,110
Cc1cc2c(cc1C)C(c1ccccc1F)CC(=O)N2 (stereo not given),2,4%,u,13,u,5.8µM*,u,u,24
CC(C)CC(=O)Nc1cccc(C(=O)Nc2ccccc2C(=O)O)c1,22,2%,2%,16,10%,-10%,5%,-4%,11
c1cc2c(cc1Nc1nc(-c3ccc4c(c3)OCO4)cs1)OCCO2,-15,-2%,12%,1,4%,9%,1%,24%,11
CCCc1c(C(=O)N/N=C/c2ccc(C)s2)nnn1-c1nonc1N,2,-1%,23%,0,5%,1%,3%,-7%,-12
Fc1ccc(N2CCN(C(c3cccs3)c3nnnn3CCc3ccccc3)CC2)cc1 (stereo not given),-4,0%,u,-4,16%,-2%,19%,-46%[inhibitor],3
Cc1ccccc1OCC(=O)Nc1ccc(OCc2cc(=O)n3ccsc3n2)cc1,x,0%,u,3,x,-5%,x,x,x
CCOc1cccc2cc(C(=O)NCc3ccccc3)c(=N)oc12,-28,-4%,7%,1,9%,5%,-6%,6%,-1
Cc1ccc(Nc2nnc(SCC(=O)NCCN3C(=O)CSC3=O)s2)cc1,-19,-5%,0%,-1,1%,-8%,1%,-1%,-5
O=C(NCCCCc1ccccc1)C1CC(c2cc(C(F)(F)F)cc(C(F)(F)F)c2)=NO1 (stereo not given),-18,5%,-5%,-21,5%,11%,7%,-1%,3
Cn1ncc(Br)c1C(=O)NCc1cccs1,0,-12%,-8%,27,-16%,0%,-2%[9.24 µM],-6%,25
COc1ccc(OC)c(NC(=O)Cn2cccc2)c1,-14,-7%,-4%,-16,16%,0%,-3%,3%,18
Cc1cccc(C(=O)NCC(=O)OCc2cc(=O)n3ccsc3n2)c1,12,0%,u,-2,3%,0%,1%,-54%[inhibitor],-8
O=C(COC(=O)c1ccccc1O)Nc1ccc2ccccc2c1,12,11%,5%,-1,12%,-2%,-2%,-2%,-8
O=C(NCc1ccc(Cl)cc1)C(=O)NCC1OCCN1C(=O)c1ccc(Cl)cc1 (stereo not given),-4,12%,u,5,-13%,-9%,-16%,-7%,13
O=C(COC(=O)CCc1ccccc1)NC(c1ccccc1)c1ccccc1,5,0%,9%,3,-3%,0%,-1%,0%,30
CC(=O)Nc1ccc(NC(=O)C(C)n2nc(C)c([N+](=O)[O-])c2C)cc1 (stereo not given),0,-5%,-27%,-9,-8%,-1%,-7%,-5%,-21
CCC1CCCCN1C(=O)c1c(-c2ccccc2)noc1C (stereo not given),23,4%,-8%,-2,-4%,-5%,-3%,1%,-1
COc1ccc(C(=O)NN=C2CCCC2)c(OC)c1,-17,12%,0%,7,13%,-1%,18%,4%,-1
COc1ccccc1-c1ccc2c(c1)C(C)(Cc1cc(Cl)ccc1C(F)(F)F)C(=O)N2 (stereo not given),-18,-7%,21µM*,3,u,u,u,x,0
CN1CCC(=O)N([C@H](CO)Cc2ccccc2)CC1,1,0%,9%&8%,3,7%,0%&11%,9%,-34%[inhibitor][9.22 µM],12
C=CCn1c(=NC(=O)C2COc3ccccc3O2)sc2cc(S(N)(=O)=O)ccc21 (stereo not given),-3,7%,u,-2,-6%,-1%,-2%,-1%,1
Cc1ccc(OCc2nc(-c3cccs3)no2)c([N+](=O)[O-])c1,u,6%,-29%,5,11%,1%,18%,-3%,2
CC1(C)CC(=O)C2=C(C1)Oc1ncn(Cc3ccco3)c(=N)c1C2c1ccccc1 (stereo not given),-20,10%,u,-4,-18%,-13%,-15%,9%,u
Cc1[nH]c2ccccc2c1C(=O)C(=O)NCc1nnnn1-c1ccc(F)c(F)c1,6,-2%,7%,-3,5%,2%,6%,x,7
COc1cc(F)ccc1CN1CCC(n2nccc2NC(=O)C2CCOC2)CC1 (stereo not given),8,-9%,x,12,6%,x,4%,1%,25
CC(C)C(=O)Nc1nnc(Cc2c[nH]c3ccccc23)s1,16,11%,6%,2,-20%,-1%,-15%,u,-12
CC(C)CN(CC(C)C)C(=S)Nc1ccc(Cl)cc1,11,2%,-30%,5,u,12%,-24%,10%,-5
O=C(c1ccc(COCC(F)(F)F)o1)N1CCCC1,-6,4%,u,5,-4%,15%,1%,-1%,-5
COc1ccc(C(C)(NC(C)=O)c2nc(-c3ccncc3)cs2)cc1 (stereo not given),16,-5%,1%,9,22%,0%,7%,x,9
COC(=O)c1ccc(C(=O)OC)c(NC(=S)N2CCN(c3ccccn3)CC2)c1,9,4%,-32%,-6,-13%,-6%,-19%,-8%[1.84 µM],0
COCC(=O)Nc1ccc2c(c1)[C@@H]1C[C@H](CC(=O)OC)O[C@H](CO)[C@@H]1O2,-18,9%,-12%,3,4%,0%,8%,x,-2
Cc1ccc(C)c(NC(=S)N2CCN(S(C)(=O)=O)CC2)c1,16,-2%,0%,9,10%,11%,17%,-3%,21
CCN(C(=S)NCCOC)c1cccc2ccccc12,0,3%,-13%,4,1%,-5%,-2%,3%,7
O=c1oc2c3c(nn2c2ccccc12)CCCC3,7,0%,-1%,-7,4%[9.24 µM],-11%,5%,u,-23
CC(C)C(=O)Nc1c(C(=O)N2CCN(c3ccccc3F)CC2)oc2ccccc12,x,1%,u,0,x,-5%,x,x,x
O=C(CSC(=S)N1CCOCC1)c1cc(Br)cc(Br)c1O,-27,8%,-20%,11,-1%,10%,-12%,-3%,5

# Single records, from the list above. Screens in order: IL-1B inflam inh	GLP-1R agonist	KB-V1 MDR tox	DRD3 agonist	HT1080 IDH1KD tx	KB-3-1 cytotox	HT1080NT lethal	SW480 rerep	DRD3 antagonist
# COc1cc(F)ccc1CN1CCC(n2nccc2NC(=O)C2CCOC2)CC1 (stereo not given) is listed with 8	-9%	x	12	6%	x	4%	1%	25
# Cc1ccc(OCc2nc(-c3cccs3)no2)c([N+](=O)[O-])c1 is listed with u	6%	-29%	5	11%	1%	18%	-3%	2

# The list goes on:
SMILES,IL-1B inflam inh,GLP-1R agonist,KB-V1 MDR tox,DRD3 agonist,HT1080 IDH1KD tx,KB-3-1 cytotox,HT1080NT lethal,SW480 rerep,DRD3 antagonist
O=C(NCc1nnc(SCC(=O)N2CCCCCC2)o1)c1ccccc1F,5,0%,17%,4,12%,16%,2%,0%,0
Cc1ccc(C2CC(c3cccs3)=NN2C(=O)CSc2nc3ccccc3o2)cc1 (stereo not given),u,-3%,-40%,-2,-4%,-27%,0%,0%,-10
Cc1cc(C(=O)Nc2ccc3c(c2)OCCO3)ccc1[N+](=O)[O-],-13,-4%,-11%,-11,-2%,-5%,5%,-9%,-62*
O=C(NNS(=O)(=O)c1ccc([N+](=O)[O-])cc1)c1ccc([N+](=O)[O-])cc1,3,4%,16%,12,12%,5%,13%,-4%,-14
Cc1csc(NC(=O)Cn2cnnn2)n1,12,0%,14%,3,21%,5%,u,2%,1
CCOc1ccccc1NC(=O)N1CCCC(c2nc(-c3ccc(C)o3)no2)C1 (stereo not given),-16,0%,-11%,-1,-2%,0%,1%,-5%,6
COc1ccc(N2CCN(C(=O)CN3C(=O)C4CC=CCC4C3=O)CC2)cc1 (stereo not given),0,-5%,4%,-2,9%,18%,9%,0%,2
COc1cc(OC)cc(C(=O)N[C@H](C(=O)Nc2nc3c(s2)CCCC3)C(C)C)c1,-13,-2%,-6%,-2,u,-12%,-15%,u,u
CC(Sc1nc2sc3c(c2c(=O)n1-c1ccccc1)CCCC3)C(=O)O (stereo not given),0,1%,0%,4,5%,3%,2%,-6%,6
Cc1cccc(C)c1NS(=O)(=O)c1ccc(-c2cnc(C3CC3)o2)cc1,50,25%,0.73µM*,-4,0.16µM*,0.023µM*,0.082µM*,u,-12
Fc1ccccc1CN(CCN1CCOCC1)C(=S)Nc1ccccc1Cl,9,6%,u,-6,5%,-14%,-1%,3%,-3
